Compound activity deposited in PubChem by several laboratories.
SMARCA2 activ: SMARCA2 function activation, primary screen; MG213 cells, MMTV-luciferase reporter, dexamethasone, overnight; activation, % at 9.1 µM; hit rate 1% among 370,000; AID 652017; in the data active = activation above about 7.8%;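 also: 0% = vehicle wells and 100% = reference activator wells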
FXN GAA850 act: increases GAA850 frataxin promoter reporter activity | HEK293 lucGAA850 FXN promoter luciferase reporter, 24 h; percent of 10 µM SAHA response | activation, % at 6 µM | hit rate 0.56% among 360,000 | AID 540364;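 active = activation above the average of all compounds screened plus 3 SD, cutoff fixed separately per campaign, cut at about 7.5% in these data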;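 also: 0% = DMSO wells and 100% = 10 µM SAHA wells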
ADAM10 inh: inhibits human ADAM10. AID 720582. inhibition, % at 7 µM. O14672. hit rate 0.62% among 370,000. recombinant ADAM10, EDANS/DABCYL FRET peptide cleavage, 3 h;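 active = inhibition above a per-campaign cutoff equal to the mean of compounds falling between control-based bounds plus 3 SD, cut at about 20% in these data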;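 also: 0% = DMSO wells while the 100% control is not disclosed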
HGIII-sPLA2 inh: Inhibits HGIII-sPLA2 liposome hydrolysis, primary screen | inhibition, % at 12.2 µM | QFRET BODIPY PC-A2 liposome hydrolysis, fluorescence | hit rate 0.56% among 370,000 | Q9NZ20;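 active = inhibition above mean plus 3 SD of compounds lying within the high and low control bounds, cut at about 19% in these data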;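 also: 0% = median of test compound wells and 100% = no enzyme DMSO wells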
Target sequence (Q9NZ20 whole entry, looked up): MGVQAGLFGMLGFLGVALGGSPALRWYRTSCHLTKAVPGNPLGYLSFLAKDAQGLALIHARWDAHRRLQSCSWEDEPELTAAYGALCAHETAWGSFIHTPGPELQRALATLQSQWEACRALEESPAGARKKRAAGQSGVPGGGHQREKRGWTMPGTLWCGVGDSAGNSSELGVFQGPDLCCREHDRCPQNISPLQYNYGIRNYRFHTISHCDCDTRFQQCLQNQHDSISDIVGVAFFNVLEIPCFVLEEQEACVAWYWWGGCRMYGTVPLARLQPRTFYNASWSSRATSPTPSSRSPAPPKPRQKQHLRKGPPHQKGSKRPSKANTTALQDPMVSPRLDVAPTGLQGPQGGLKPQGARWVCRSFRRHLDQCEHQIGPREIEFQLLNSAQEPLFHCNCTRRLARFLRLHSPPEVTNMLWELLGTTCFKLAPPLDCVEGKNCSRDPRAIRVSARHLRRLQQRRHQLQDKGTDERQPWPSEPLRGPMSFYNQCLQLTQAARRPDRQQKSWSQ
GC-B act: GC-B (human) receptor activation; P20594; HEK293-GC-B cells, CNP EC30, cGMP TR-FRET; 0% at EC30 CNP, 100% saturating CNP; activation, % at 10 µM; AID 1920062; hit rate 0.11% among 370,000;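 active = activation at 10 µM reaching about 35% in either raw or pattern-adjusted values, limit read from the data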
hcDAF-12 act: activators of H. contortus DAF-12 nuclear receptor | activation, % at 6.8 µM | HEK293 hcDAF-12 lit1-tk-luc reporter, luminescence; 0% DMSO, 100% Δ7-dafachronic acid | hit rate 1.4% among 370,000;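 active = activation above the mean of all tested compounds plus 3 SD, cut at about 5.5% in these data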;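 also: 100% = response to 3 µM Δ7-dafachronic acid high control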
hgDAF-12 ag: agonists of H. glycines DAF-12 nuclear receptor. HEK293 GAL4-hgDAF12 UAS-luciferase reporter, agonist luminescence; normalized to butyrate control. activation, % at 6.8 µM. hit rate 1.8% among 370,000. AID 687014;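 active = activation above a cutoff set at the mean of all screened compounds plus 3 SD, cut at about 10% in these data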;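 also: 0% = DMSO wells and 100% = sodium butyrate wells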
DAX1 inh-1: blocks DAX1 repression of SF-1 activated StAR promoter; HEK293T StAR-luciferase reporter, SF-1/DAX-1 repression relief; inhibition, % at 6.8 µM; hit rate 1.1% among 370,000; AID 652010;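 active = inhibition above the mean over all tested compounds plus 3 SD, cut at about 3.6% in these data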;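 also: 0% = DAX-1 cells with DMSO and 100% = cells lacking DAX-1 with DMSO; higher inhibition means more luminescence from relief of DAX-1 repression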
DAX1 inh-2: NR0B1 (DAX1) inhibition; HEK293 Gal4-DAX1 luciferase reporter, luminescence; AID 504766; P51843; hit rate 0.99% among 340,000; inhibition, % at 6.75 µM;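 active = inhibition above the mean over all tested compounds plus 3 SD, cut at about 4.2% in these data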;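 also: 0% = DAX1-transfected cells with DMSO and 100% = empty-vector control cells with DMSO; inhibition shows as a rise in luminescence from relieved DAX1 repression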
Target sequence (P51843 207-470 limits assumed): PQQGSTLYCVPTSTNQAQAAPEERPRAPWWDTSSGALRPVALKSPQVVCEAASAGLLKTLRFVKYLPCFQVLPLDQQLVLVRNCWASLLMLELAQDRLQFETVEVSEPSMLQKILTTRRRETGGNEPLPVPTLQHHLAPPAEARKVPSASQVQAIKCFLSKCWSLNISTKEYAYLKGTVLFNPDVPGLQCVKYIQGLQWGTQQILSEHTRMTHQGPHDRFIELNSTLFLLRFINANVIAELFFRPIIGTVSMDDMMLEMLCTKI
ssDAF-12 act: activates DAF-12 receptor from parasite S. stercoralis. HEK293 ssDAF-12/GRIP1 lit1-tk-luc reporter, luminescence; % of 3 µM dafachronic acid response. hit rate 1% among 370,000. activation, % at 6.8 µM;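 active = activation above the mean over all tested compounds plus 3 SD, cut at about 0.9% in these data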;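 also: 0% = DMSO-only wells and 100% = 3 µM delta7-dafachronic acid wells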
NPR1 activator: GC-A (human) enzyme activation | P16066 | activation, % at 10 µM | hit rate 0.14% among 370,000 | AID 1671463 | HEK293 GC-A cells, cGMP TR-FRET, EC30 ANP; 0% at EC30 ANP, 100% saturating ANP; in the data active = activation above about 40%
* = called active by the depositor; / = not tested or not shown.

item | mol | SMARCA2 activ | FXN GAA850 act | ADAM10 inh | HGIII-sPLA2 inh | GC-B act | hcDAF-12 act
1 | N#Cc1c(N)nc(N2CCCC2)c(C#N)c1-c1ccc(Cl)cc1 | 3 | -1.0 | 4 | -2 | 4 | -1.8
2 | Cc1ccc(NC(=O)COC(=O)/C=C/c2cccc(Cl)c2)cc1S(=O)(=O)N1CCOCC1 | 4 | 2.0 | 29* | -18 | 4 | 8.7*
3 | O=S(=O)(CCc1nnc(-c2ccc(Br)cc2)o1)c1ccc(Cl)cc1 | 0 | -3.4 | 1 | 2 | 0 | 0.3
4 | Oc1ccc(N2CCN(Cc3nc4ccccc4[nH]3)CC2)cc1 | 1 | 0.1 | 4 | -2 | 2 | 0.5
5 | Clc1ccccc1Cc1noc(CN2CCN(Cc3ccccn3)CC2)n1 | -3 | 2.6 | -4 | 2 | 1 | 1.4
6 | COCCCNc1nnc(Cc2ccccc2)c2ccccc12 | -2 | -0.4 | -11 | -2 | 3 | 0.3
7 | CCOC(=O)c1cn2nc(Oc3ccc(NC(C)=O)cc3)ccc2n1 | 0 | 0.3 | -4 | -1 | -3 | -0.6
8 | Cc1cc(-c2c(C)[nH]n(-c3ccc(Cl)cc3)c2=O)n(-c2ccc(Cl)cc2)n1 | -4 | 1.7 | -6 | 6 | 4 | 2.7
9 | CCOc1ccccc1C(=O)NCc1ccco1 | 2 | 1.4 | 2 | -6 | 1 | 0.7
10 | CCOc1cc2[nH]c(=O)n(Cc3ccc(C(=O)NCCCN4CCCC4=O)cc3)c(=O)c2cc1OCC | 2 | -1.8 | 13 | 2 | -7 | -1.5

item | hgDAF-12 ag | DAX1 inh-1 | DAX1 inh-2 | ssDAF-12 act | NPR1 activator
1 | 0.5 | -0.1 | 0.3 | -2.0 | 26
2 | 0.4 | 0.2 | 0.5 | -0.1 | -5
3 | 1.4 | 0.2 | -1.0 | -1.4 | -4
4 | -2.7 | -0.7 | 0.9 | -1.3 | -3
5 | 4.4 | -0.1 | 1.2 | -1.3 | 3
6 | -0.4 | 0.2 | 0.3 | -1.1 | 3
7 | 1.2 | 0.0 | 4.9* | 0.6 | 3
8 | -2.3 | -0.3 | 1.0 | -0.2 | 0
9 | 1.7 | 0.4 | 1.0 | -1.5 | -2
10 | 0.2 | -0.5 | -0.9 | -0.5 | -3

Continuation.
item | mol | SMARCA2 activ | FXN GAA850 act | ADAM10 inh | HGIII-sPLA2 inh | GC-B act | hcDAF-12 act
11 | N#C/C(=C\c1ccccn1)c1ccccn1 | 3 | 3.6 | 4 | 2 | 6 | -1.5
12 | COc1ccc(C(=O)NC(=S)Nc2ccc(Cl)c(C(=O)O)c2)cc1 | -6 | 3.0 | 5 | 3 | 0 | -0.7
13 | COc1ccc(C(=O)N2CCN(c3ccccn3)CC2)cc1[N+](=O)[O-] | -3 | -0.5 | -9 | 2 | 5 | -0.9
14 | O=C(Nc1ccc2c(c1)OCCO2)c1cc(F)c(F)cc1Cl | 5 | 4.0 | -1 | 6 | 2 | 1.4
15 | O=C(N/N=C/c1cccc(OCc2ccccc2)c1)c1cccs1 | 0 | 1.4 | 6 | -25 | -5 | 1.5
16 | CC1(C)Cc2nc3sc4c(SCC(=O)O)ncnc4c3cc2CO1 | 0 | -1.0 | -2 | 1 | -6 | -1.9
17 | CCOC(=O)Cc1csc(SCC(=O)NC2CCCCC2)n1 | -3 | -1.0 | 0 | -6 | -1 | 0.3
18 | Cc1c(C(=O)NNC(=O)Nc2ccc([N+](=O)[O-])cc2)oc2ccccc12 | -4 | -0.7 | 1 | 13 | -2 | -0.7
19 | COc1ccc(N(CC(=O)Nc2ccc(C)c(C)c2)C2=NC3CS(=O)(=O)CC3S2)cc1 (stereo not given) | 0 | 0.1 | -10 | -5 | 4 | 2.4
20 | CCN(CC)S(=O)(=O)c1ccc2c(c1)N(CC(=O)NCCN1CCOCC1)C(=O)CO2 | -4 | 1.5 | 2 | 7 | 4 | 2.1

item | hgDAF-12 ag | DAX1 inh-1 | DAX1 inh-2 | ssDAF-12 act | NPR1 activator
11 | -0.2 | -1.1 | -1.9 | -1.1 | 5
12 | 2.7 | 0.3 | 1.2 | -0.3 | 2
13 | -2.9 | -1.3 | -1.1 | -1.6 | 3
14 | 8.4 | 1.4 | 4.2 | -0.3 | 1
15 | 5.7 | -0.4 | 0.5 | -1.1 | 3
16 | -0.6 | -0.2 | -2.0 | -1.1 | 2
17 | 1.0 | -0.3 | 0.6 | -1.3 | 0
18 | -0.1 | -0.3 | 1.4 | -0.3 | -1
19 | -2.9 | 1.7 | 0.5 | -1.6 | 2
20 | -0.2 | 0.2 | 0.9 | -1.6 | -1

A second format for some results above.
14. O=C(Nc1ccc2c(c1)OCCO2)c1cc(F)c(F)cc1Cl
20. CCN(CC)S(=O)(=O)c1ccc2c(c1)N(CC(=O)NCCN1CCOCC1)C(=O)CO2

entry no.	14	20
SMARCA2 activ	5	-4
FXN GAA850 act	4.0	1.5
ADAM10 inh	-1	2
HGIII-sPLA2 inh	6	7
GC-B act	2	4
hcDAF-12 act	1.4	2.1
hgDAF-12 ag	8.4	-0.2
DAX1 inh-1	1.4	0.2
DAX1 inh-2	4.2	0.9
ssDAF-12 act	-0.3	-1.6
NPR1 activator	1	-1

Other records follow.
item | mol | SMARCA2 activ | FXN GAA850 act | ADAM10 inh | HGIII-sPLA2 inh | GC-B act | hcDAF-12 act
21 | CC1(OC(=O)c2cccs2)C(=O)C=C2C=C(C3CC3)OC=C2C1=O (stereo not given) | -1 | 1.6 | 6 | -1 | -3 | -1.1
22 | COC(=O)c1c(NC(=O)c2ccccc2)sc(Cc2ccccc2)c1C | 0 | 0.0 | -16 | 1 | 2 | -0.9
23 | CN(C)[C@H]1CCN([C@H]2CS(=O)(=O)N[C@@H]2COCc2ccccc2)C1 | -4 | / | -22 | 12 | -2 | -1.1
24 | Cc1ccc(C)c(NC(=O)CSc2nnc(C)c(=O)n2N)c1 | 2 | 3.0 | 4 | 19 | 4 | 1.7
25 | COc1cc(NC(C)=O)ccc1-c1cc2ccccc2oc1=O | -1 | 1.7 | -51 | -5 | -3 | 2.1
26 | CCOC(=O)Cc1csc(NC(=O)CCCN2C(=O)c3ccccc3C2=O)n1 | -1 | 0.0 | 5 | 0 | 0 | -1.8
27 | CC(OC(=O)c1cccc(S(=O)(=O)N2CCOCC2)c1)C(=O)NCC1CCCCC1 (stereo not given) | -2 | 0.7 | -4 | -8 | 3 | 0.1
28 | CN1CCN(c2ccc(C(=O)NC3CCCCC3)cc2[N+](=O)[O-])CC1 | 2 | 1.5 | -9 | -2 | 0 | 0.1
29 | O=C(Nc1cc([N+](=O)[O-])ccc1O)c1cccc(NC(=O)c2ccco2)c1 | 0 | 0.6 | 5 | -9 | -9 | 0.1
30 | CC(=O)C1C(c2ccc(O)cc2)NC(=O)NC1(O)C(F)(F)F (stereo not given) | -3 | 0.8 | 8 | 7 | -4 | 1.5

item | hgDAF-12 ag | DAX1 inh-1 | DAX1 inh-2 | ssDAF-12 act | NPR1 activator
21 | 0.8 | 0.1 | -1.1 | -1.0 | 4
22 | -0.1 | -0.4 | -0.4 | -0.4 | -3
23 | 0.1 | -0.3 | / | -1.3 | 0
24 | 1.4 | -0.6 | 1.2 | -0.9 | 4
25 | 1.9 | 0.7 | 1.1 | -0.4 | 6
26 | 3.1 | 0.0 | -0.7 | -1.8 | 1
27 | -0.5 | -1.2 | 0.3 | -0.9 | 1
28 | 1.4 | 0.4 | 0.1 | -0.7 | -1
29 | 0.4 | -0.1 | 0.6 | -0.9 | -8
30 | 0.1 | -0.5 | 0.8 | -0.8 | -5

The closing five entries of the section above open the next one:
item | mol | SMARCA2 activ | FXN GAA850 act | ADAM10 inh | HGIII-sPLA2 inh | GC-B act | hcDAF-12 act
26 | CCOC(=O)Cc1csc(NC(=O)CCCN2C(=O)c3ccccc3C2=O)n1 | -1 | 0.0 | 5 | 0 | 0 | -1.8
27 | CC(OC(=O)c1cccc(S(=O)(=O)N2CCOCC2)c1)C(=O)NCC1CCCCC1 (stereo not given) | -2 | 0.7 | -4 | -8 | 3 | 0.1
28 | CN1CCN(c2ccc(C(=O)NC3CCCCC3)cc2[N+](=O)[O-])CC1 | 2 | 1.5 | -9 | -2 | 0 | 0.1
29 | O=C(Nc1cc([N+](=O)[O-])ccc1O)c1cccc(NC(=O)c2ccco2)c1 | 0 | 0.6 | 5 | -9 | -9 | 0.1
30 | CC(=O)C1C(c2ccc(O)cc2)NC(=O)NC1(O)C(F)(F)F (stereo not given) | -3 | 0.8 | 8 | 7 | -4 | 1.5
31 | O=C(C[C@H]1C/C=C\C[C@H](Cc2ccc(F)cc2)C(=O)O[C@@H](c2ccccc2)CNC1=O)NCCO | 0 | -1.9 | 0 | 2 | 11 | -1.2
32 | N#Cc1c2ncn(CC(=O)c3ccc(Br)cc3)c(=O)c2c2n1CCC2 | 0 | 1.7 | 11 | -4 | 2 | 0.9
33 | CCc1nc2ccc(C(=O)N3CCN(C(C)=O)CC3)cn2c1N(C)C(=O)c1cccc(OC)c1 | -4 | -2.0 | -12 | 8 | 4 | -0.8
34 | COc1ccc(C(=O)N2CCN(Cc3ccc(OC)c(OC)c3)CC2)cc1 | -3 | 0.3 | -2 | 0 | 5 | -0.8
35 | CCOC(=O)c1cnc2c(OC)cccc2c1N1CCN(c2ccc(OC)cc2)CC1 | -3 | -1.5 | -32 | 12 | -6 | -3.6
36 | Nc1nc2c(ncn2[C@@H]2O[C@H](C(=O)NCC(F)(F)F)[C@@H](O)[C@H]2O)c(=O)[nH]1 | -2 | / | -1 | 16 | 8 | 1.7

item | hgDAF-12 ag | DAX1 inh-1 | DAX1 inh-2 | ssDAF-12 act | NPR1 activator
26 | 3.1 | 0.0 | -0.7 | -1.8 | 1
27 | -0.5 | -1.2 | 0.3 | -0.9 | 1
28 | 1.4 | 0.4 | 0.1 | -0.7 | -1
29 | 0.4 | -0.1 | 0.6 | -0.9 | -8
30 | 0.1 | -0.5 | 0.8 | -0.8 | -5
31 | 1.1 | -0.2 | 0.6 | -1.1 | 1
32 | 0.0 | 0.5 | 0.2 | -1.1 | 8
33 | -0.7 | 0.8 | / | -1.0 | 6
34 | -2.3 | -0.2 | -1.0 | -0.6 | 4
35 | -5.2 | -1.1 | -1.1 | -1.6 | -3
36 | -2.7 | 0.4 | / | -1.4 | 12

Random draw from the library; about 6.6% have a hit in one of these screens.
